Screens: PubChem, several laboratories
hK5 inh – human KLK5 protease inhibitors, primary screen, biochemical, 1536-well; Kallikrein-5 (Homo sapiens), Q9Y337; recombinant hK5, fluorogenic AMC substrate cleavage; inhibition, % at 5 µM; 210,000 compounds, 0.59% hits; AID 873, 2007;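 active = inhibition of 40% or more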;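 note: 0% = enzyme controls without compound and 100% = no-enzyme blanks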
Furin inhibitor – human furin inhibitors, primary screen, biochemical, fluorescence intensity | P09958 | purified furin, fluorogenic substrate cleavage | inhibition, % at 30 µM | 220,000 compounds, 0.061% hits | AID 463115, 2010; in the data active = inhibition above about 25%; note: inactives centre near -15
Thrombin inh – human alpha-thrombin inhibitors, primary screen, counter-screen for coagulation protease inhibitor project, biochemical, 1536-well, fluorogenic AMC substrate | Prothrombin (Homo sapiens), P00734 | Boc-VPR-AMC fluorogenic substrate cleavage | inhibition, % at 5 µM | 220,000 compounds, 0.26% hits | AID 1046, 2008;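 active = inhibition at or above 40%; inactive = inhibition below 40%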;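 note: 0% = enzyme with no compound and 100% = wells without enzyme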
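System – human alpha-thrombin protein · Reagent – Boc-VPR-AMC substrate, 15 µM final · Compound – 5 µM single dose in 0.2% DMSO · Schedule – reaction at room temperature · Technique – AMC fluorescence at 355 nm excitation and 460 nm emission · Read-out basis – % inhibition relative to enzyme controls and enzyme-free blanks · Control set – no-compound enzyme wells and no-enzyme blanks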
KCC2 mod – KCC2 cotransporter modulators, thallium flux, primary screen, cell-based, HEK293 KCC2, FluoZin-2 fluorescence, MLSMR; Solute carrier family 12 member 5 (Homo sapiens), Q9H2X9; KCC2 cells, thallium flux FluoZin-2 fluorescence; 190,000 compounds, 2.2% hits; B-score of Tl+ flux slope (higher = more flux/activation; lower = inhibition) at 10 µM;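 active = thallium flux slope and its plate-corrected score both differing from the plate sample mean at a set confidence after two filtering rounds, in either direction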;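 note: slope of fluorescence scaled to starting intensity during 10 to 20 s after thallium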
Rad51 HR inh – human RAD51 strand exchange inhibitors, primary screen, biochemical, fluorescence; DNA repair protein RAD51 homolog 1 (Homo sapiens), Q06609; inhibition, % at 10 µM; 200,000 compounds, 0.085% hits; hRad51 DNA strand exchange, fluorescence dequenching; AID 1385, 2008;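 active = inhibition above 40% at the single screening dose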;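 note: 0% = DMSO control wells and 100% = blanks with heterologous ssDNA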
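Test system: preformed human Rad51 ssDNA filaments; also added: Donor/quencher-labelled 47-bp dsDNA substrate; doses: 10 µM final, single point; times: 37 °C 15-min filament assembly, 30-min compound preincubation, 15-min exchange; detection: FRET fluorescence dequenching, excitation 485 nm, emission 520 nm; read-out basis: Fluorescence-based percent inhibition, control- and blank-normalised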
FXIa inh 1536 – human FXIa protease inhibitors, primary screen, biochemical, 1536-well. Coagulation factor XI (Homo sapiens), P03951. 220,000 compounds, 0.14% hits. AID 798, 2007. inhibition, % at 5 µM. purified FXIa, Boc-Glu-Ala-Arg-AMC fluorogenic substrate;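 active = inhibition of at least 40%; inactive = inhibition below 40%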;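 note: fluorescence of freed AMC excited at 355 nm; 0% = enzyme without compound and 100% = no enzyme blank; many of its hits are not listed in these tables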
m-calpain inh – inhibitors of pig calpain II, primary screen, biochemical, fluorogenic peptide substrate, 1536-well; purified calpain II, 30 min; inhibition, % at 16 µM; 220,000 compounds, 0.37% hits;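 active = inhibition above about 50%, limit read from the data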
FXIIa inh – human FXIIa protease inhibitors, primary screen, biochemical, 1536-well; purified FXIIa, Boc-QGR-AMC fluorogenic substrate, 2 h; inhibition, % at 5 µM; 220,000 compounds, 0.3% hits; in the data active = inhibition above about 40%;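 note: 0% = enzyme with no compound and 100% = blank without enzyme; many of its hits are not listed in these tables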
PERK inh – block of dimerizer-induced PERK translation repression, primary screen, PERK inhibitor project, CHO PERK-DD cells, SEAP luminescence, HTS. CHO PERK-DD fusion, SEAP luminescence translation reporter. inhibition, % at 5.6 µM. Eukaryotic translation initiation factor 2-alpha kinase 3 (Homo sapiens), Q9NZJ5. 220,000 compounds, 0.17% hits;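 active = inhibition above the mean inhibition of all tested compounds plus 3 SD, set separately per screening campaign, cut at about 2.9% in these data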;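 note: PERK kinase domain activated by AP20187 dimerizer at 100 nM; 0% = DMSO with dimerizer and 100% = rapamycin at 8.4 µM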
Target sequence (Q9NZJ5 whole entry, looked up, the tested form may be a part): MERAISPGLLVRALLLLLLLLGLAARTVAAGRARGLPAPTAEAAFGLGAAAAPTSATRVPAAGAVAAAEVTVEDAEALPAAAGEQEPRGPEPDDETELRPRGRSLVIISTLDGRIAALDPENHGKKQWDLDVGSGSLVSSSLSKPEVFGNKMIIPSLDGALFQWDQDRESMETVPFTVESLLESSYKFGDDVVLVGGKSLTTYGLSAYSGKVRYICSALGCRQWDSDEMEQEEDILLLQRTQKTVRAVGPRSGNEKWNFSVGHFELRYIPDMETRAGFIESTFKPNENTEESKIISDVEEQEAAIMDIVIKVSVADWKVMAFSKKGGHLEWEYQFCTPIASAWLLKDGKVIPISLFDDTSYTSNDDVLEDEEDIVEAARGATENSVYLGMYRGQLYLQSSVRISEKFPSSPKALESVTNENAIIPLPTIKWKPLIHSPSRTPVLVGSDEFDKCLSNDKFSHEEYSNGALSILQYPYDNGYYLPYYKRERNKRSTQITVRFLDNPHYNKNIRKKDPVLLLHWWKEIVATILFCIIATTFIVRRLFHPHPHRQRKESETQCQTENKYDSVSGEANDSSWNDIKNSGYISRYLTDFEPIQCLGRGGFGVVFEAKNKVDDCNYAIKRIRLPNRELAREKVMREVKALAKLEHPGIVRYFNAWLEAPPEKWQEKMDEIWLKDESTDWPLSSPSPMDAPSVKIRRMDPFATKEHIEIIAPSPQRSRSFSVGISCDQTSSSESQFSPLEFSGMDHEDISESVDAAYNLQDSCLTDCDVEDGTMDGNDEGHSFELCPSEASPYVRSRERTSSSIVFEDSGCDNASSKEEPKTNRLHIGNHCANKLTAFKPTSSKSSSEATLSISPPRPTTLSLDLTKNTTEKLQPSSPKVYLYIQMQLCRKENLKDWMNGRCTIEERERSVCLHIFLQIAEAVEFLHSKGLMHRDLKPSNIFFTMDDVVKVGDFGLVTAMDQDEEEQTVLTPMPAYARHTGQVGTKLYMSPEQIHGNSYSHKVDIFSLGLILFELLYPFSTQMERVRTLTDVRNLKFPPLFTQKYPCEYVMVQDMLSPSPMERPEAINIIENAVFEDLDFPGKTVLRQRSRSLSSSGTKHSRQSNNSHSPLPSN
* marks the source's active call; other numbers are inactive results; i = inactive; nt = not tested or not shown; [ ] = remark or other dose. This is a subset; count on the stated rates, not on these rows.

no.	canonical_smiles	hK5 inh	Furin inhibitor	Thrombin inh	KCC2 mod	Rad51 HR inh	FXIa inh 1536	m-calpain inh	FXIIa inh	PERK inh
1	CCCn1c(=O)c(C(=O)Nc2ccccc2)c(O)c2ccccc21	-10	-11[20 µM]	-3	1.4	14	2	-65	6	0.9
2	CCc1ccc(NC2=NCC(=O)N2Cc2ccc3c(c2)OCO3)cc1	-14	-19	1	-0.63	5	-4	9	16	0.4
3	O=C(CCc1ccc(Oc2cc([N+](=O)[O-])cc([N+](=O)[O-])c2)cc1)NC1CCCC1	-28	2	-10	0.047	-3	0	-14	6	-0.4
4	CNc1nc2[nH]c(=O)c3c(c2s1)OC(N)=C(C#N)C3c1cccc(F)c1 (stereo not drawn)	3	-11[20 µM]	13	-0.55	nt	12	14	1	-0.8
5	O=C(CCN1C(=O)c2ccccc2C1=O)Nc1ccccc1C(=O)N1CCOCC1	6	-18[20 µM]	2	-0.64	1	6	-38	15	0.0
6	CCC(=O)NCCc1cc2cc(C)c(C)cc2[nH]c1=O	12	-9	-4	0.22	nt	-12	6	2	0.3
7	COc1ccc2cc(-c3csc(-c4cccnc4)n3)ccc2c1	7	-1[20 µM]	-6	0.025	3	-11	-2	-3	0.9
8	CCC(CC)NC(=O)Nc1ccc(F)cc1F	nt	-22	-7	-0.039	nt	0	21	7	-0.1
9	CCC(=O)N1CCN(c2ccc(NC(=S)NC(=O)C(C)C)cc2)CC1	25	-32	1	0.0021	nt	2	19	11	1.0
10	Cc1cc(-c2ccccc2)nc(N2CCN(c3ccccn3)CC2)n1	-5	-23	-3	-0.14	nt	-7	-149	5	1.6
11	COc1ccc(-c2cc(C(=O)O)no2)cc1	4	-26	-8	0.11	3	4	-33	6	0.6
12	COc1cccc(CNC(=O)CCNC(=O)Cn2ccc3ccccc3c2=O)c1	-9	-22[20 µM]	2	-0.13	-4	5	-5	20	0.5
13	Cc1ccc2cc3cc(C(=O)NCc4ccco4)oc3nc2c1	-25	-18	-4	-0.027	2	-10	-209	-17	-1.0
14	O=C(Cc1cn2ccsc2n1)Nc1cccc2cnccc12	1	-27	-1	0.029	-1	6	-20	11	0.6
15	Cc1ccc(-n2cc(CNCCCN3CCCC3=O)c(-c3ccc(F)cc3)n2)cc1	nt	-31	6	nt	nt	2	1	13	0.7
16	CCOc1nc(Nc2ccc(OC)c(Cl)c2)nc(N2CCN(c3ccc(OC)cc3)CC2)n1	-24	-7[20 µM]	-4	nt	-1	-14	-36	9	-1.9
17	O=C(c1ccccc1)c1cc(-c2ccccc2)on1	5	-26[20 µM]	-5	1.3	-1	-3	-4	8	1.9
18	O=C(C1=C[C@H](c2coc3ccccc3c2=O)C[C@H](OCc2ccc(CO)cc2)O1)N1CCOCC1	1	-18	-6	-0.81	-5	-1	6	5	0.0
19	Clc1ccc(-c2nnc(SCc3nc4ccccc4s3)o2)cc1	-1	-16	-2	0.29	-2	9	9	7	1.2
20	CCOC(=O)CCCNC(=O)CN1C(=O)NC2(CCCCCC2)C1=O	-9	-13	-12	nt	-4	6	-22	19	1.2
21	Cc1ccc2c(C)c(C(=O)Nc3c(C)n(C)n(-c4ccccc4)c3=O)oc2c1C	-11	-11	-2	-1.5	8	8	5	18	-0.6
22	CC(C)c1nc(-c2ccc([N+](=O)[O-])cc2)cs1	-4	-13	-5	0.72	3	5	4	11	1.1
23	NS(=O)(=O)c1ccccc1	1	-27	2	nt	-7	1	-16	10	1.4
24	CC(C)C(=O)N1CCN(c2ccc([N+](=O)[O-])c(NC(C)c3ccccc3)c2)CC1 (stereo not drawn)	-20	-6	-1	-3.5	-2	6	10	9	-0.3
25	COc1ccc(NC(=O)C2CCCCN2N)cc1OCC(C)C (stereo not drawn)	-1	-13[20 µM]	5	1.1	-1	23	-21	30	-1.1
26	COc1ccccc1NC(=S)N1C2CCC1CC(NC(=O)NC13CC4CC(CC(C4)C1)C3)C2 (stereo not drawn)	-22	-23	-1	0.043	3	7	-60	15	-1.1
27	O=C(NCc1ccco1)/C(=C\c1cccs1)NC(=O)c1ccsc1	-9	-12	-7	1.5	-15	2	7	-15	0.7
28	COC(=O)c1cc(C)nc(Sc2ccccc2NC(C)=O)n1	-4	-23	-7	-0.57	-9	-5	18	-4	1.6
29	COc1ccccc1/C=C\C=N\NC(=O)c1ccco1	1	-5	-6	-0.71	-8	-2	-27	4	0.5
30	CC(C)N(C(=O)CSc1nnc(NC(=O)C2CCC2)s1)C(C)C	6	-20[20 µM]	0	-0.034	-2	1	14	13	-0.7
31	CCOC(=O)c1c(C)c(C(=O)NC(C)COC)c(C)n1CC (stereo not drawn)	0	-21	1	1.2	6	3	-82	16	1.1
32	Cc1ccnc(NC(=O)c2cc(-n3cnnc3)ccc2Cl)c1	-8	-23[20 µM]	4	1.3	0	5	-10	10	1.2
33	CCn1ncc(/C=C/C(=O)Nc2c(C)nn(Cc3ccc(Cl)cc3Cl)c2C)c1C	-4	-10[20 µM]	1	-0.76	5	-7	8	-2	-0.7
34	CSc1nn(-c2ccc(C(=O)OCC(=O)NC(=O)NC(C)C)cc2)c(=S)s1	-10	-12	-6	-1.3	-8	9	9	14	-1.2
35	COc1cccc(C2c3c(oc4ccccc4c3=O)C(=O)N2c2ccccn2)c1 (stereo not drawn)	-11	-19	-7	-0.51	-7	-3	-23	4	0.3
36	C=C(C)c1cccc(C(C)(C)NC(=O)NCc2cccnc2)c1	3	-31	-3	0.54	4	5	-22	8	0.8
37	CCCCOC(=O)C1C2C=C[C@]3(CN(CCCOC)C(=O)[C@H]13)O2 (stereo partly drawn)	11	1	6	nt	-17	19	11	23	3.4*
38	CC1(C)CC(=O)C(N=Nc2cc3c(cc2[N+](=O)[O-])OCCO3)=C(O)C1	-6	4	0	0.76	-16	-8	0	6	0.7
39	COC(=O)c1cc(NS(=O)(=O)c2cccc(Cl)c2)ccc1N1CCOCC1	0	-2	-4	0.022	nt	0	9	8	-0.1
40	Cc1ccc(Cn2ccc(=O)c(Cc3c(Cl)cccc3Cl)c2C)cc1	-26	-14	1	nt	-3	6	-11	17	0.3

Copied from the listing, 13 compounds:
no.	canonical_smiles	hK5 inh	Furin inhibitor	Thrombin inh	KCC2 mod	Rad51 HR inh	FXIa inh 1536	m-calpain inh	FXIIa inh	PERK inh
28	COC(=O)c1cc(C)nc(Sc2ccccc2NC(C)=O)n1	-4	-23	-7	-0.57	-9	-5	18	-4	1.6
29	COc1ccccc1/C=C\C=N\NC(=O)c1ccco1	1	-5	-6	-0.71	-8	-2	-27	4	0.5
30	CC(C)N(C(=O)CSc1nnc(NC(=O)C2CCC2)s1)C(C)C	6	-20[20 µM]	0	-0.034	-2	1	14	13	-0.7
31	CCOC(=O)c1c(C)c(C(=O)NC(C)COC)c(C)n1CC (stereo not drawn)	0	-21	1	1.2	6	3	-82	16	1.1
32	Cc1ccnc(NC(=O)c2cc(-n3cnnc3)ccc2Cl)c1	-8	-23[20 µM]	4	1.3	0	5	-10	10	1.2
33	CCn1ncc(/C=C/C(=O)Nc2c(C)nn(Cc3ccc(Cl)cc3Cl)c2C)c1C	-4	-10[20 µM]	1	-0.76	5	-7	8	-2	-0.7
34	CSc1nn(-c2ccc(C(=O)OCC(=O)NC(=O)NC(C)C)cc2)c(=S)s1	-10	-12	-6	-1.3	-8	9	9	14	-1.2
35	COc1cccc(C2c3c(oc4ccccc4c3=O)C(=O)N2c2ccccn2)c1 (stereo not drawn)	-11	-19	-7	-0.51	-7	-3	-23	4	0.3
36	C=C(C)c1cccc(C(C)(C)NC(=O)NCc2cccnc2)c1	3	-31	-3	0.54	4	5	-22	8	0.8
37	CCCCOC(=O)C1C2C=C[C@]3(CN(CCCOC)C(=O)[C@H]13)O2 (stereo partly drawn)	11	1	6	nt	-17	19	11	23	3.4*
38	CC1(C)CC(=O)C(N=Nc2cc3c(cc2[N+](=O)[O-])OCCO3)=C(O)C1	-6	4	0	0.76	-16	-8	0	6	0.7
39	COC(=O)c1cc(NS(=O)(=O)c2cccc(Cl)c2)ccc1N1CCOCC1	0	-2	-4	0.022	nt	0	9	8	-0.1
40	Cc1ccc(Cn2ccc(=O)c(Cc3c(Cl)cccc3Cl)c2C)cc1	-26	-14	1	nt	-3	6	-11	17	0.3

(list continues)
no.	canonical_smiles	hK5 inh	Furin inhibitor	Thrombin inh	KCC2 mod	Rad51 HR inh	FXIa inh 1536	m-calpain inh	FXIIa inh	PERK inh
41	O=C(Cc1ncc(C(F)(F)F)cc1Cl)Nc1cccc(Br)c1	-5	-13	-2	-1.3	4	-9	13	-8	-0.5
42	COc1ccc(NC(=O)c2ccc3c(=O)n(-c4ccc(OC)cc4OC)c(=S)[nH]c3c2)c(OC)c1	-10	-20	-10	0.33	-4	0	-38	-4	0.9
43	Cc1ccc(CC2S/C(=N/c3ccccn3)NC2=O)cc1 (stereo not drawn)	-18	-20[20 µM]	3	0.51	-1	9	8	19	0.9
44	COc1ccc(Br)cc1CN(C)CC(=O)NCCc1ccccc1	1	-24	0	-0.47	nt	0	33	4	-0.3
45	CCn1cc(C2=NC(C)(C)CO2)c2ccccc21	-19	3[20 µM]	0	nt	6	-3	-30	8	-0.2
46	Cc1ccc(N2CC(C(=O)Nc3ccc(S(=O)(=O)Nc4nccs4)cc3)CC2=O)cc1 (stereo not drawn)	nt	-25	-4	0.026	nt	-3	20	3	0.7
47	O=C(CCC1COc2ccccc2O1)Nc1ccccn1 (stereo not drawn)	-11	-2[20 µM]	2	nt	-12	-2	29	11	0.1
48	COc1ccc(N2CCN(C(=S)Nc3cccc(C)c3C)CC2)cc1	-21	-24[20 µM]	-5	nt	8	-4	-1	8	0.9
49	C=CCN1C(=O)/C(=C2/Sc3ccc(OC)cc3N2C)SC1=NCc1ccccc1	nt	-6	-3	i	nt	-1	-170	8	2.3
